Screening data deposited in PubChem by National Center for Advancing Translational Sciences (NCATS).
D2 antagonist = D2 dopamine receptor (human) antagonism; P14416; HEK293 TREx D2 cells, calcium flux, dopamine EC80; inhibition, % at 10 µM; hit rate 2% among 340,000; AID 485344; in the data active = inhibition above about 30%; also: 0% is about no effect
Target sequence (P14416 whole entry, looked up): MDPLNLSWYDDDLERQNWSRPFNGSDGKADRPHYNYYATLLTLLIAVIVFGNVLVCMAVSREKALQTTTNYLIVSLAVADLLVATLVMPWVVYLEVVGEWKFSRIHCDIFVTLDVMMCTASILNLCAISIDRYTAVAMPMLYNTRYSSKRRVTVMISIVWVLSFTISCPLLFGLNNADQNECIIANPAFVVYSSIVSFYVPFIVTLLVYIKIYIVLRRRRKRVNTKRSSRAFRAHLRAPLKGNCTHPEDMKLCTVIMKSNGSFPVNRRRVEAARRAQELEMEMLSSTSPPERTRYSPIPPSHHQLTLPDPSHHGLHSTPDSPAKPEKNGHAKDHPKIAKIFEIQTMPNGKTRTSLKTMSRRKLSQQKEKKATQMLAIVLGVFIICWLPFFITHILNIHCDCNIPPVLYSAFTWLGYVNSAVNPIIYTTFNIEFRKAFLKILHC
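Compounds are added to dye-loaded, induced HEK293 T-REx cells coupled to calcium release via D2; after a 3 min kinetic read an EC80 dopamine stimulus is given and fluorescence is recorded for 3 more min.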
D1 PAM = enhances dopamine response at the human D1 receptor. P21728. HEK293 TREx D1 cells, calcium flux, dopamine EC20 potentiation. potentiation, % at 10 µM. hit rate 0.036% among 360,000. AID 504651; in the data active = potentiation above about 30%; also: 0% is about no effect
Target sequence (P21728 whole entry, looked up): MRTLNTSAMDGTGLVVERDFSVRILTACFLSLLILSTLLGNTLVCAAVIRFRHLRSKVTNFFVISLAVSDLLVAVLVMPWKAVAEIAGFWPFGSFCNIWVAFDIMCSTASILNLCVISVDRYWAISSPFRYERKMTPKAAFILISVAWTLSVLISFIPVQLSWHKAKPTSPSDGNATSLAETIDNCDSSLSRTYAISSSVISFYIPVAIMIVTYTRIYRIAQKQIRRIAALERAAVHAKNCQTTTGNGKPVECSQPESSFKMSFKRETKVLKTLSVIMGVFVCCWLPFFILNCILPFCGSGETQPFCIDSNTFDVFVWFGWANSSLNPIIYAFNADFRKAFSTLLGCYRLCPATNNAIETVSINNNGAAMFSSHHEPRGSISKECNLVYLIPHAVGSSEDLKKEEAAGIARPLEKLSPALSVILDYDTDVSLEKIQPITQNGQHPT
D1 antag = blocks dopamine activation of the human D1 receptor. activity change, negative = inhibition, % at 10 µM. AID 504652. hit rate 3.2% among 360,000. HEK293 TREx D1 cells, calcium flux, dopamine EC80; active compounds read low; in the data active = activity change below about -30%; also: % is scaled to controls: 0 for no effect and ±100 for the full control effect
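Cells carrying a force-coupled, tetracycline-inducible human D1 receptor report calcium flux. Each well gets a 10 s baseline, compound with 180 s monitoring, then an EC80 dopamine stimulus with a second 180 s kinetic read.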
D2 ag = D2 dopamine receptor (human) agonism; P14416; HEK293 T-REx D2 cells, calcium flux agonist mode; activation, % at 2 µM; hit rate 0.53% among 340,000; AID 485358;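 active = activation over 3 SD above normal in the single-dose calcium agonist read, cut at about 30% in these data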; also: 0% is about no effect
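HEK293 Trex D2 cells, tetracycline-induced, o/n 30 C 5% CO2; no-wash Ca dye, RT 30–90 min; 10-cycle baseline, 23 nl cpd added, kinetic Ca read 180 s; agonist hits = positive Ca response.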
D2 potentiator = D2 dopamine receptor (human) potentiation; P14416; potentiation, % at 10 µM; hit rate 0.34% among 340,000; HEK293 T-REx D2, calcium flux, EC20 dopamine potentiation;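 active = potentiation over 3 SD above the plate norm, cut at about 30% in these data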; also: 0% is about no effect
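Tetracycline-induced Hek293 Trex D2 cells, force-coupled to calcium, loaded with no-wash calcium dye. Compound added with 180 s kinetic read for agonism, then EC20 dopamine and a further 180 s read for potentiation.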
D1 agonist = agonists of human D1 dopamine receptor; P21728; HEK293 T-REx D1 cells, calcium flux, agonist mode; activation, % at 2 µM; hit rate 1% among 360,000; AID 504660; in the data active = activation above about 30%; also: 0% is about no effect
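Inducible HEK293 T-REx D1 cells, force-coupled to calcium signalling, were plated at 4000 cells/well with tetracycline and held overnight at 30 C. After no-wash calcium dye loading, compound-evoked calcium rise over 180 s flagged agonists.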
RXFP1 agonist = RXFP1 (human) receptor agonism. Q9HBX9. HEK293T-RXFP1 cAMP TR-FRET, 30 min; response scale: percent of porcine relaxin response, buffer zero. Potency, µM (doses to about 57.5 µM), for the others: at the highest dose activation, usual class: activators. hit rate 0.3% among 370,000. AID 2676; active = well fitted activation curve with a large enough effect; also: potency is read from the fitted curve at half-maximal effect; % is scaled to controls: 0 for no effect and ±100 for the full control effect; nearly all actives have a fitted effect of over 60% in size; many of its hits are not listed in these tables
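cAMP rise read by TR-FRET after 30 min, 37C compound exposure (up to 58 uM) in RXFP1-transfected HEK293 cells with Ro 20174 present. EC50 from Hill-equation fits, with 29 nM porcine relaxin as 100% and buffer as basal.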
RXFP1 antag = RXFP1 (human) relaxin receptor antagonism; HEK293-RXFP1, relaxin-stimulated cAMP HTRF, 30 min; active compounds read low; Q9HBX9; hit rate 0.59% among 350,000; activity change, negative = inhibition, % at 57.5 µM;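 active = activity change of -60% or lower, but not beyond a set lower limit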; also: % is scaled to controls: 0 for no effect and ±100 for the full control effect
TRHR PAM = allosteric enhancers of human TRH receptor; P34981; TRHR cells, fluo-8 calcium fluorescence, EC20 TRH enhancement; enhancement, % at 2 µM; hit rate 0.66% among 360,000; in the data active = enhancement above about 30%; also: 0% is about no effect
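TRHR-expressing cells loaded with fluo-8 calcium dye were read kinetically (ex 480/em 530) during compound addition, then stimulated with an EC20 of TRH (10 nM final). Enhancement of the Gq-mediated intracellular calcium response was scored.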
Starred values were filed as active, the others as inactive. Some of the compounds tested (hit frequency here may not be typical).

Results for CCOC(=O)C(C(=O)OCC)c1c([N+](=O)[O-])c(=O)n2c3c(cccc13)CCC2 ?
D2 antagonist: -15; D1 PAM: -3; D1 antag: 9; D2 ag: -1.1; D2 potentiator: 9; D1 agonist: 2; RXFP1 agonist: -1.7%; RXFP1 antag: 6; TRHR PAM: 12

Results for COc1ccc(S(=O)(=O)N2CCOCC2)cc1NC(=O)Cc1coc2cc(C)ccc12 ?
D2 antagonist: -8; D1 PAM: -1; D1 antag: -16; D2 ag: 0.2; D2 potentiator: 7; D1 agonist: 2; RXFP1 agonist: 1.7%; RXFP1 antag: 3; TRHR PAM: 10

What do the screens show for `COC(=O)c1ccc(CSc2nnc3c(Cl)cc(Cl)cn23)o1`?
D2 antagonist: 12; D1 PAM: -2; D1 antag: -12; D2 ag: 0.3; D2 potentiator: 5; D1 agonist: 2; RXFP1 agonist: 1.1%; RXFP1 antag: -15; TRHR PAM: -4

What do the screens show for `CCN(CC(=O)NC(=O)NC1CCCC1)Cc1ccccc1`?
D2 antagonist: 2; D1 PAM: -10; D1 antag: 13; D2 ag: -0.7; D2 potentiator: -1; D1 agonist: 1; RXFP1 agonist: 0.6%; RXFP1 antag: 3; TRHR PAM: -1

How did COc1cc(CCC(=O)Nc2cccc(C(F)(F)F)c2)cc(OC)c1OC do in these assays?
D1 PAM: -1; D1 antag: 4; D1 agonist: 4; RXFP1 agonist: 1.4%; RXFP1 antag: 4; TRHR PAM: -1

Results for CCc1cccc(C)c1NC(=O)Cn1cnc2c1c(=O)n(C)c(=O)n2C ?
D1 PAM: 1; D1 antag: 7; D2 ag: -0.5; D2 potentiator: -3; D1 agonist: 0; RXFP1 agonist: 30%; RXFP1 antag: -1; TRHR PAM: 5

How did CSc1ccc(S(=O)(=O)N2c3ccccc3CC2C)cc1 (stereo not drawn) do in these assays?
D2 antagonist: -17; D1 PAM: -4; D1 antag: -25; D2 ag: -0.9; D2 potentiator: 4; D1 agonist: 9; RXFP1 agonist: -0.2%; RXFP1 antag: 9; TRHR PAM: 24

How did COc1cc(OC)cc(C(=O)NCC(=O)OCC(=O)Nc2cc(S(C)(=O)=O)ccc2Cl)c1 do in these assays?
D2 antagonist: -4; D1 PAM: 2; D1 antag: -3; D2 ag: -0.3; D2 potentiator: -4; D1 agonist: 5; RXFP1 agonist: -1.4%; RXFP1 antag: -7; TRHR PAM: 4

How did COC(=O)c1cc(S(=O)(=O)N2CCN(c3ccc(F)cc3)CC2)c[nH]1 do in these assays?
D2 antagonist: -10; D1 PAM: -5; D1 antag: -28; D2 ag: -0.2; D2 potentiator: 6; D1 agonist: 15; RXFP1 agonist: -0.1%; RXFP1 antag: 10; TRHR PAM: 15

How did Cc1occc1-c1nnc(SCC(=O)Nc2ccc(F)cc2)n1C do in these assays?
D2 antagonist: 21; D1 PAM: -6; D1 antag: 0; D2 ag: -0.5; D2 potentiator: 18; D1 agonist: 0; RXFP1 agonist: 2.8%; RXFP1 antag: -8; TRHR PAM: 6

Results for COc1ccc2oc(=O)c(C(=O)NCc3cccnc3)cc2c1 ?
D2 antagonist: -8; D1 PAM: -6; D1 antag: -1; D2 ag: -0.7; D2 potentiator: 5; D1 agonist: 3; RXFP1 agonist: -2.6%; RXFP1 antag: 4; TRHR PAM: 0

Results for CCOC(=O)Cn1nc(C)c(NC(=O)CCc2ccc(OC)cc2)c1C ?
D2 antagonist: 0; D1 PAM: -7; D1 antag: 7; D2 ag: -0.2; D2 potentiator: -4; D1 agonist: 4; RXFP1 agonist: 1.5%; RXFP1 antag: 5; TRHR PAM: 7

What do the screens show for `N#CC1=C(N)N(c2ccccc2)C(=O)C1`?
D2 antagonist: -2; D1 PAM: -4; D1 antag: 9; D2 ag: 1.0; D2 potentiator: 4; D1 agonist: 1; RXFP1 agonist: -1.0%; RXFP1 antag: 2; TRHR PAM: 4

How did O=C(Nc1ccccc1N1CCOCC1)c1ccc(N2CCCC2=O)cc1 do in these assays?
D2 antagonist: 1; D1 PAM: -6; D1 antag: -6; D2 ag: -0.2; D2 potentiator: -3; D1 agonist: 0; RXFP1 agonist: -0.9%; RXFP1 antag: -5; TRHR PAM: 4

What do the screens show for `Cc1noc(C)c1COc1ccccc1C(=O)N1CCN(c2cccc(C(F)(F)F)c2)CC1`?
D2 antagonist: 5; D1 PAM: 4; D1 antag: -2; D2 ag: -0.1; D2 potentiator: 6; D1 agonist: 4; RXFP1 agonist: 0.1%; RXFP1 antag: -2; TRHR PAM: 0

How did O=C(Cn1ncc2c3ccccc3n(Cc3ccc(F)cc3)c2c1=O)NCc1ccccn1 do in these assays?
D1 PAM: -1; D1 antag: 12; D2 potentiator: 29; D1 agonist: 1; RXFP1 agonist: 11%; RXFP1 antag: 4; TRHR PAM: 0

What do the screens show for `COc1cccc(C(=O)Nc2cccc(C(=O)OCc3cc(=O)n4nc(C(C)C)sc4n3)c2)c1`?
D1 PAM: 0; D1 antag: 4; D2 ag: -0.9; D2 potentiator: 6; D1 agonist: 2; RXFP1 agonist: -0.9%; RXFP1 antag: 14; TRHR PAM: 5

How did Cc1cc(Cl)ccc1NC(=O)CN1CCN(C(=O)c2ccco2)CC1 do in these assays?
D2 antagonist: 4; D1 PAM: 3; D1 antag: -19; D2 ag: 1.4; D2 potentiator: 4; D1 agonist: 3; RXFP1 agonist: 2.4%; RXFP1 antag: -1; TRHR PAM: -2

Results for COc1ccc2c(c1OC)C(=O)OC2CC(=O)O (stereo not drawn) ?
D2 antagonist: 9; D1 PAM: 0; D1 antag: -30*; D2 ag: -0.9; D2 potentiator: 1; D1 agonist: 1; RXFP1 agonist: 3.7%; RXFP1 antag: 10; TRHR PAM: -1

What do the screens show for `Cc1csc(NC(=O)C2COc3ccccc3O2)n1` (stereo not drawn)?
D2 antagonist: 9; D1 PAM: 1; D2 ag: 0.0; D2 potentiator: -14; D1 agonist: 2; RXFP1 agonist: 2.6%; RXFP1 antag: -7; TRHR PAM: -2

What do the screens show for `Cc1ccc(NC(=O)c2cnccn2)cc1C`?
D2 antagonist: -15; D1 PAM: 4; D1 antag: -8; D2 ag: 1.3; D2 potentiator: 11; D1 agonist: 1; RXFP1 agonist: -3.4%; RXFP1 antag: 7; TRHR PAM: 4

Results for COC(=O)c1cc(OC)c(OC)cc1NC(=O)CSc1nnc(-c2cccnc2)n1C ?
D2 antagonist: 4; D1 PAM: 0; D1 antag: 0; D2 ag: -0.3; D2 potentiator: -7; D1 agonist: -2; RXFP1 agonist: 1.0%; RXFP1 antag: -2; TRHR PAM: 2

How did COc1cc(S(=O)(=O)N2CCC(N3CCCCC3)CC2)ccc1-n1cnnn1 do in these assays?
D2 antagonist: -2; D1 PAM: -4; D1 antag: 0; D2 ag: 0.1; D2 potentiator: 8; D1 agonist: 2; RXFP1 agonist: 0.4%; RXFP1 antag: -17; TRHR PAM: -2

What do the screens show for `Cc1ccc(S(=O)(=O)NCC(=O)N2CCOCCOCCOCCOCC2)cc1`?
D2 antagonist: 0; D1 PAM: -5; D1 antag: 11; D2 ag: 5.0; D1 agonist: 2; RXFP1 agonist: -2.2%; RXFP1 antag: 3; TRHR PAM: 1

Results for CN(CC(=O)N1CC(=O)N(CCc2ccccc2)C(=O)C1)S(=O)(=O)c1cccc2nsnc12 ?
D2 antagonist: -10; D1 PAM: 1; D1 antag: 0; D2 ag: -0.3; D2 potentiator: -2; D1 agonist: 5; RXFP1 agonist: 1.5%; RXFP1 antag: 4; TRHR PAM: 8

What do the screens show for `O=C(CCc1ccccc1)NCc1ccncc1`?
D2 antagonist: 22; D1 PAM: 3; D1 antag: -6; D2 ag: 0.0; D2 potentiator: 15; D1 agonist: 4; RXFP1 agonist: 0.0%; RXFP1 antag: 4; TRHR PAM: -6

Results for O=c1ncn(-c2ccccc2C(F)(F)F)c2ncccc12 ?
D2 antagonist: -5; D1 PAM: -5; D1 antag: -11; D2 ag: 0.9; D2 potentiator: 11; D1 agonist: 1; RXFP1 agonist: 2.8%; RXFP1 antag: -10; TRHR PAM: 2

Results for Cn1nc(C(F)(F)F)c(C(=O)Nc2ccc(F)cc2F)c1Oc1cccc(Cl)c1 ?
D2 antagonist: -11; D1 PAM: 7; D1 antag: 1; D2 ag: 3.9; D2 potentiator: -8; D1 agonist: 3; RXFP1 agonist: 1.4%; RXFP1 antag: -15; TRHR PAM: -5

How did COc1ccc(-c2noc(CN(C)C(=O)c3ccc4c(c3)OCO4)n2)cc1OC do in these assays?
D2 antagonist: 4; D1 PAM: -1; D1 antag: -28; D2 ag: 0.2; D2 potentiator: -2; D1 agonist: 4; RXFP1 agonist: -0.7%; RXFP1 antag: 11; TRHR PAM: -8

Results for COCCCNC(=O)CCN1C(=O)COc2ccccc21 ?
D2 antagonist: -23; D1 PAM: -4; D1 antag: -10; D2 ag: -0.6; D2 potentiator: -6; D1 agonist: 2; RXFP1 agonist: 1.7%; RXFP1 antag: -6; TRHR PAM: 0

Of the compounds above, 2 contain two or more sulfur atoms.
How did CSc1ccc(S(=O)(=O)N2c3ccccc3CC2C)cc1 (stereo not drawn) do in these assays?
D2 antagonist: -17; D1 PAM: -4; D1 antag: -25; D2 ag: -0.9; D2 potentiator: 4; D1 agonist: 9; RXFP1 agonist: -0.2%; RXFP1 antag: 9; TRHR PAM: 24

Results for CN(CC(=O)N1CC(=O)N(CCc2ccccc2)C(=O)C1)S(=O)(=O)c1cccc2nsnc12 ?
D2 antagonist: -10; D1 PAM: 1; D1 antag: 0; D2 ag: -0.3; D2 potentiator: -2; D1 agonist: 5; RXFP1 agonist: 1.5%; RXFP1 antag: 4; TRHR PAM: 8

Next section.
How did CC(=O)c1cc(-c2ccccc2)[nH]c1N1CCOCC1 do in these assays?
D2 antagonist: 19; D1 PAM: -1; D1 antag: 0; D2 ag: 0.6; D2 potentiator: 2; D1 agonist: 0; RXFP1 agonist: -3.7%; RXFP1 antag: 7; TRHR PAM: -1

How did O=C1CN(C(=O)C2CCCCC2)C(c2ccccc2)c2cc(F)ccc2N1 (stereo not drawn) do in these assays?
D1 PAM: 0; D1 antag: 7; D2 ag: -0.9; D2 potentiator: -26; D1 agonist: 6; RXFP1 agonist: -2.9%; RXFP1 antag: -15; TRHR PAM: -4

How did CN(C(=O)CCN1C(=O)/C(=C/c2ccccc2F)SC1=S)C1CCS(=O)(=O)C1 (stereo not drawn) do in these assays?
D1 PAM: 1; D1 antag: -4; D1 agonist: 8; RXFP1 agonist: -3.2%; RXFP1 antag: 9; TRHR PAM: 3

Results for O=C(/C=C/c1ccccc1)NNC(=O)c1ccco1 ?
D1 PAM: -3; D1 antag: -12; D1 agonist: -2; RXFP1 agonist: -1.6%; RXFP1 antag: -5; TRHR PAM: 5
